# Bioassay records: PubChem, several laboratories
# STAT1 activator = increases IFN-gamma driven STAT1 reporter signal; NIH 3T3 STAT1-luciferase reporter, luminescence; 100% = IFN-gamma alone, no compound; activation (% of control), % at 5.5 µM; 200,000 tested, 2.6% active;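 active = activation above the screen-wide mean activation plus 3 SD, cut at about 130% in these data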;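 also: raw ratio to IFN-gamma control signal so 100% means no change and 0% no light; values of inactives mirror those of a sister screen read the other way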
# STAT1 inh = reduces IFN-gamma driven STAT1 reporter signal | NIH 3T3 STAT1-luciferase reporter, luminescence | inhibition, % at 5.5 µM | 200,000 tested, 0.35% active | AID 920;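 active = inhibition above a set limit, the mean inhibition across all tested compounds plus 3 SD, cut at about 34% in these data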;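 also: 0% = IFN-gamma with DMSO and 100% = IFN-gamma with 300 µM nifuroxazide; values of inactives mirror those of a sister screen read the other way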
# STAT3 blocker = STAT3 signaling inhibition | 190,000 tested, 0.89% active | AID 862 | inhibition, % at 5.5 µM | U3A cells, IL-6 STAT3-luciferase reporter, luminescence; host cell line lacks STAT1;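 active = inhibition above the mean inhibition across all screened compounds plus 3 SD, cut at about 44% in these data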;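 also: 0% = DMSO only wells and 100% = 100 µM nifuroxazide control wells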
# Diaphorase inh = counter-screen for diaphorase-based assays: diaphorase inhibitors and chemical oxidizers. diaphorase resazurin-to-resorufin fluorescence, NADH, 16 min; bacterial (C. kluyveri) enzyme, not human. inhibition, % at 20 µM. 190,000 tested, 0.69% active. AID 1217;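 active = primary screen inhibition at 20 µM above a set limit, cut at about 50% in these data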;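 also: plate controls were DMSO with full reaction for no effect and wells lacking NADH for full effect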
#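 Assay system: diaphorase enzyme from Clostridium kluyveri; Input: enzyme working solution with 0.14 U/mL diaphorase; Timing: 16 min at room temperature; Technique: resorufin fluorescence, excitation 544 nm, emission 590 nm; Benchmarks: positive control minus NADH, DMSO neutral control.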
# Hsp70 activator = Hsp70 transcriptional activation, primary screen | HeLa Hsp70 promoter luciferase reporter, luminescence; scaled: vehicle 0, proteasome-inhibitor control 100% | activation, % at 10 µM | 200,000 tested, 0.04% active | AID 1203;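 active = activation above the mean across all tested compounds plus 3 SD, cutoff set per campaign, cut at about 5.5% in these data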;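 also: 100% = MG132 at 30 µM as the positive control and 0% = DMSO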
# Diaph act CS = activates diaphorase or chemically reduces, flagging diaphorase assay artifacts | AID 1229 | activation factor at 20 µM | Diaphorase/resazurin coupled assay, resorufin fluorescence, 16 min; hits give high values; 1 = vehicle wells, 0 = NADH-free wells | 190,000 tested, 0.005% active;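 active = diaphorase activity raised at least twofold by the compound at 20 µM; inactive = activation factor below 2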
#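 Measured by – red resorufin fluorescence at 544/590 nm excitation/emission · Test system – Clostridium kluyveri diaphorase, purified enzyme · Incubation – reaction time 16 min, room temperature · Buffer or medium – 50 mM HEPES pH 7.4 with 4.542 mM MgCl2, 0.005% Tween 20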
# G6PDH CS = counter-screen for G6PDH assay hits: L. mesenteroides G6PDH inhibition | Purified L. mesenteroides G6PDH, diaphorase/resazurin coupled fluorescence, 45 min | inhibition, % at 5 µM | 200,000 tested, 0.12% active | AID 1020; in the data active = inhibition above about 50%
# TLR4-MyD88 BLA = blocks binding of human TLR4 to MyD88; inhibition, % at 8.4 µM; HeLa CL3-4 TLR4/MyD88 BLA complementation, FRET ratio; 200,000 tested, 0.18% active; in the data active = inhibition above about 25%;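 also: 0% = vehicle and 100% = reference inhibitor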
# Target sequence (O00206 whole entry, looked up): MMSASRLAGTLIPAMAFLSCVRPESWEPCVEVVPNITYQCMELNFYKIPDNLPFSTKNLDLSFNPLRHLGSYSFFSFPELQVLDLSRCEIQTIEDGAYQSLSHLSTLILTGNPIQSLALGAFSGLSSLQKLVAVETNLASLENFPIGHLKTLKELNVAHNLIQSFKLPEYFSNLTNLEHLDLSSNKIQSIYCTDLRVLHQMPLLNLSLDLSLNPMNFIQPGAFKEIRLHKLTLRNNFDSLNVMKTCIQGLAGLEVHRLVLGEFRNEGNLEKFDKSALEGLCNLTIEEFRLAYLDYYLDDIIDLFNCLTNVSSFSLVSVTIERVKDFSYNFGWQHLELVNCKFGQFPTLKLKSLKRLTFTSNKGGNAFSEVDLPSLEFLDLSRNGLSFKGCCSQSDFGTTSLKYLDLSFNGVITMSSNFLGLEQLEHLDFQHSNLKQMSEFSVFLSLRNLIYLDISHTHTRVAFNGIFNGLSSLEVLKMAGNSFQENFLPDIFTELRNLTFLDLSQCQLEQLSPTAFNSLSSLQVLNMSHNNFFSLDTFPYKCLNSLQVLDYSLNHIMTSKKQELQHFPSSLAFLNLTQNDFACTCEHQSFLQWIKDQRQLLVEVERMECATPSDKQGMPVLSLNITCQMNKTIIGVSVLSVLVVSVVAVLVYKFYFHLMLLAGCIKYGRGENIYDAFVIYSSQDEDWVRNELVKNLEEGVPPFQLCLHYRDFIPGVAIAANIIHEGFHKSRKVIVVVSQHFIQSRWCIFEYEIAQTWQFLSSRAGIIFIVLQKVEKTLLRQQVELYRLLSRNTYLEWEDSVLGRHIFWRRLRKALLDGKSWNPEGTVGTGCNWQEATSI
# Target sequence (Q99836 whole entry, looked up): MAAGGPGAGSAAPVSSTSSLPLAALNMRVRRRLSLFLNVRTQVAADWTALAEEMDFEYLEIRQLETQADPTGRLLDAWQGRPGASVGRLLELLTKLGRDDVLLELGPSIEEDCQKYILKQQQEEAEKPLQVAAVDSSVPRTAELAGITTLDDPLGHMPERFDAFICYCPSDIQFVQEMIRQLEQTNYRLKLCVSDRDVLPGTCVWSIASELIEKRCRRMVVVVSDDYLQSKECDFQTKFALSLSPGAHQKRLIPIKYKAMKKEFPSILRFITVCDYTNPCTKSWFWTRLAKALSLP
# STAT3 act = increases IL-6 driven STAT3 reporter signal; activation (% of control), % at 5.6 µM; U3A cells, IL-6 STAT3-luciferase reporter, luminescence; 100% = signal with IL-6 EC80 alone; 190,000 tested, 0.91% active;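 active = activation above the screen-wide mean of compound activation plus 3 SD, cut at about 130% in these data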;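 also: 0% = background luminescence of wells with medium and substrate only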
#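 Test system: STAT3-luciferase reporter U3A cells; Detection: reporter luminescence signal; Times: 1 h compound pre-exposure, 6 h IL-6 stimulation, 37 °C; Benchmarks: IL-6-only high control; Also added: IL-6 stimulus at 33 ng/mL final.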
# APP 5UTR inh = APP translation inhibition; AID 1285; inhibition, % at 2 µM; SH-SY5Y APP 5'UTR-luciferase reporter, luminescence; 190,000 tested, 0.82% active;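 active = inhibition above a set limit, derived from the sample mean plus 3 SD, cut at about 45% in these data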; also: values of inactives mirror those of a sister screen read the other way
# Numbers without * were called inactive.
SMILES,STAT1 activator,STAT1 inh,STAT3 blocker,Diaphorase inh,Hsp70 activator,Diaph act CS,G6PDH CS,TLR4-MyD88 BLA,STAT3 act,APP 5UTR inh
CCn1nc(NC(=O)c2ccccn2)c2cc3cccc(C)c3nc21,96,4,20,14,-0.4,0.9,7,-21,87,-5
C=CCn1c(O)c(N=NC(=S)Nc2cccc(OC)c2)c2ccccc21,110,-11,8,14,-0.2,0.9,-14,7,100,35
O=C(CCc1ccccc1)N1CCN(c2ccc(F)cc2)CC1,96,3,6,17,-0.2,0.8,0,11,102,-5
COC(=O)CSc1nnc(CSc2nc(C)cc(C)n2)o1,99,1,14,9,0.6,0.9,-4,0,91,4
Cc1ccccc1-n1nc(C)c(N=O)c1N,103,-3,15,5,-0.2,0.9,5,3,94,-14
COc1ccc(NC(=O)C2=C(C)C(=O)OC23CCC(C)CC3)cc1Cl (centres undefined),99,1,5,9,-0.1,0.9,8,-7,100,-9
CCOC(=O)c1ccc(N/C=C\C(=O)c2cccc(OC)c2)cc1,119,-21,-2,16,-0.2,0.8,-1,-4,104,-25
CCOc1ccc(-n2c(Cc3cc(=O)[nH]c(=O)[nH]3)nnc2SCC)cc1,100,0,0,10,0.0,0.9,0,5,105,-7
CN(C)/C=C(\C=O)c1ncc(C(F)(F)F)cc1Cl,94,5,0,-11,0.2,1.1,7,0,102,-22
COCC1CCN(Cc2nc(COc3ccccc3)no2)C1 (centres undefined),104,-7,-8,-20,-0.1,1.2,7,-4,111,13
CCOC(=O)c1c(N2C(=O)Nc3ccccc3N2O)sc2c1CCCC2,98,2,4,16,-0.2,0.8,14,-2,97,-2
C=C(C)CN(CC)CCC(=O)Nc1ccc(OC)cc1OC,105,-6,-7,5,-0.4,1,13,-2,104,0
CSC1=NCCN1S(=O)(=O)c1ccc(NC(C)=O)cc1,94,6,1,-7,0.0,1.1,6,-7,108,-12
COc1ccccc1N(CC(=O)NCc1cccnc1)S(C)(=O)=O,108,-9,-4,14,0.4,0.9,-2,3,108,-7
O=C(NC1CCCC1)C(c1ccc(F)cc1)N(Cc1ccc(F)cc1)C(=O)CCl (centres undefined),94,7,-16,10,-0.3,0.9,0,-12,111,2
CC1Cc2ccccc2N1C(=O)CSc1nnc2c(n1)[nH]c1ccc(F)cc12 (centres undefined),84,17,0,3,-0.3,1,0,6,101,-8
COc1ccc(N2C(=O)CC(n3c(CCCCO)nc4ccccc43)C2=O)cc1 (centres undefined),94,6,2,9,-0.5,0.9,-1,3,98,-1
C=CCc1ccccc1OCC(O)CN(C(C)C)C(C)C (centres undefined),105,-5,3,15,-0.5,0.9,-5,3,102,-7
O=C(NC(=S)Nc1cc(Cl)ccc1N1CCOCC1)c1ccc(-c2cccc(Cl)c2)o1,99,-1,5,7,0.0,0.9,-6,-5,104,-8
Cc1ccc(S(=O)(=O)CCc2ccccn2)cc1,102,-3,1,8,0.1,0.9,-3,-2,102,3
Cc1c(Cl)ccc2c1NC(=O)C21NC(CCC(N)=O)[C@H]2C(=O)N(c3ccc(Cl)cc3)C(=O)[C@H]21 (some centres undefined),88,13,-32,28,0.1,0.7,13,5,131,-1
CC(C)/C=N/NC(=O)c1cccc(N2CCCC2=O)c1,108,-9,-2,13,0.1,0.9,-10,8,97,-3
CC1=Nc2ccccc2/C1=C/c1nc(-c2ccc(C)s2)oc1O,95,6,-5,6,-0.1,0.9,3,-6,105,2
COC(=O)N/N=C/c1cn(Cc2ccccc2Cl)c2ccccc12,94,6,-3,21,-0.1,0.8,-12,-1,100,-5
COc1ccc2c(c1)CCc1c(C(=O)NCCCn3ccnc3)noc1-2,98,2,6,12,-0.3,0.9,4,0,98,-4
CC(=O)CC(=O)Nc1ccc(C(N)=O)cc1,105,-7,9,15,0.6,0.8,-4,3,94,-4
CCOC(=O)c1oc2ccc(S(=O)(=O)n3nc(-c4ccc(OC)cc4)cc3N)cc2c1C,102,-5,15,2,0.0,1,-2,-2,87,-11
CCCCNC(=S)NNC(=O)c1nn(C)cc1Cl,99,1,17,6,-0.1,0.9,3,-12,88,7
O=C(c1ccco1)[C@@H]1[C@@H]2C(=O)N(c3ccc(F)cc3)C(=O)[C@@H]2[C@H]2C=Cc3ccccc3N21,88,14,-4,17,-0.5,0.8,10,3,109,-21
Cn1c(O)c(N=NC(=O)c2cccc(S(=O)(=O)N3CCCCC3)c2)c2ccccc21,99,1,10,15,-0.3,0.9,-5,4,92,-2
N#Cc1c(NC(=O)CCCl)sc2c1CCCCC2,101,-1,13,4,-0.1,1,4,12,93,16
O=C1c2cccc3c([N+](=O)[O-])ccc(c23)C(=O)N1Cc1cccnc1,106,-6,4,20,-0.2,0.8,8,77*,104,82*
O=C(CSc1ccc([N+](=O)[O-])cn1)Nc1ccc(N2CCOCC2)c(Cl)c1,101,-3,2,-7,-0.1,1.1,10,-2,100,13
Cc1ccc(OCCCC(=O)NC(C)c2ccccc2)c(C)c1 (centres undefined),96,4,1,-9,-0.3,1.1,-1,-1,108,0
COC(=O)C1=C(C)N=C2SCCC(=O)N2C1/C=C/c1ccccc1 (centres undefined),98,2,-6,22,0.3,0.8,-1,8,108,-10
CCCCN(CCCC)CCNC(=O)c1ccc2nc(-c3ccccc3NC(C)=O)c(=O)[nH]c2c1,107,-9,12,-2,-0.1,1,-6,8,95,-3
O=C(/C=C/c1cccc([N+](=O)[O-])c1)NC1CC2CCC1C2 (centres undefined),101,-1,1,12,-0.3,0.9,-3,3,102,17
O=C(OCC(=O)N1CCCc2ccccc21)c1cncc(Br)c1,105,-6,7,-4,-0.1,1,-2,-1,98,-2
CCCOc1cccc(C(=O)NC(=S)Nc2cccc(C(F)(F)F)c2)c1,97,3,3,11,-0.2,0.9,6,-3,104,-12
COc1ccc(OC)c(C2CC(c3ccc(NS(C)(=O)=O)cc3)=NN2C(=O)c2ccccc2)c1 (centres undefined),102,-4,8,20,-0.2,0.8,-1,-2,102,2
O=S(=O)(Cc1cc(-c2ccccc2)no1)c1ccccc1,129*,-31,19,22,-0.1,0.8,2,-6,90,-34
CCOc1ccc(N(CC(=O)NCC2CCCO2)S(=O)(=O)c2ccc(OC)c(OC)c2)cc1 (centres undefined),90,11,-4,1,0.0,1,11,-5,105,1
Cc1cc(N/N=C/c2ccccc2Cl)nc(NCc2ccccc2)n1,100,0,5,4,-0.2,1,0,0,92,-4
Oc1ccccc1/C=N/Nc1nccnc1Cl,106,-6,26,23,-0.2,0.8,-4,-4,83,42
CCC(C(=O)OCC(=O)Nc1ccccc1-c1ccccc1)c1ccccc1 (centres undefined),101,-1,1,11,-0.2,0.9,2,7,98,-4

# Two successive entries out of the list so far, quoted:
SMILES,STAT1 activator,STAT1 inh,STAT3 blocker,Diaphorase inh,Hsp70 activator,Diaph act CS,G6PDH CS,TLR4-MyD88 BLA,STAT3 act,APP 5UTR inh
N#Cc1c(NC(=O)CCCl)sc2c1CCCCC2,101,-1,13,4,-0.1,1,4,12,93,16
O=C1c2cccc3c([N+](=O)[O-])ccc(c23)C(=O)N1Cc1cccnc1,106,-6,4,20,-0.2,0.8,8,77*,104,82*

# The main list resumes, repeating the 2 entries before the break.
SMILES,STAT1 activator,STAT1 inh,STAT3 blocker,Diaphorase inh,Hsp70 activator,Diaph act CS,G6PDH CS,TLR4-MyD88 BLA,STAT3 act,APP 5UTR inh
Oc1ccccc1/C=N/Nc1nccnc1Cl,106,-6,26,23,-0.2,0.8,-4,-4,83,42
CCC(C(=O)OCC(=O)Nc1ccccc1-c1ccccc1)c1ccccc1 (centres undefined),101,-1,1,11,-0.2,0.9,2,7,98,-4
CCOC(=O)c1cn(-c2nc(-c3ccc(Cl)c(Cl)c3)cs2)c2c(F)c(N3CCOCC3)c(F)cc2c1=O,93,8,10,-4,0.2,1,7,-4,101,0
CC(C)(C)N1C(=O)c2ccccc2NC(=O)N1Cc1ccccc1,98,2,7,-3,-0.1,1,3,7,98,7
CS(=O)(=O)N(CC(=O)NCC1CCCO1)c1cc(Cl)ccc1Cl (centres undefined),99,-1,6,12,-0.2,0.9,2,1,99,0
COc1ccc(/C=C/C(=O)NC(C)CCc2ccccc2)cc1 (centres undefined),101,-1,9,9,-0.2,0.9,7,1,96,-18
O=C(N/N=C/c1cccs1)c1ccc(NC(=O)c2ccccc2Cl)cc1,94,7,-7,14,-0.3,0.9,-18,-8,105,2
CCCCCC(=O)NC(=S)Nc1ccc(N2CCCCC2)c(Cl)c1,103,-4,8,4,-0.3,1,2,-7,97,-5
Cc1cc(C)n(S(=O)(=O)/C=C/c2ccccc2)n1,65,38*,29,6,-0.2,0.9,-2,-14,78,17
O=C(c1cccc(C(F)(F)F)c1)C1CCCN(C(=O)CCCn2cncn2)C1 (centres undefined),103,-6,6,3,-0.2,1,9,-25,100,-31
CCc1ccc(C(=O)CSc2nc3ccccc3c(=O)[nH]2)cc1,112,-13,10,12,0.0,0.9,0,8,96,2
CCOc1ccc(-n2cc(C(=O)N3CCCCCC3)c3cc(OC)c(OC)cc3c2=O)cc1,112,-13,7,7,0.1,0.9,3,-1,98,8
S=C(NCC1CCCO1)Nc1cccc(Cl)c1 (centres undefined),92,9,9,1,-0.2,1,4,-20,100,-16
CC(CC(=O)C1C(C)C=CCC1(C)C)NNC(N)=O (centres undefined),98,2,11,7,-0.1,0.9,9,3,95,8
O=C(c1ccccc1F)N1CCN(c2ccc([N+](=O)[O-])c3cccnc23)CC1,95,4,19,32,-0.2,0.7,6,-9,89,-18
C=CCc1ccc(OCCOCCOc2ccccc2[N+](=O)[O-])c(OC)c1,98,2,3,-3,0.1,1,1,6,98,-9
CSc1ccccc1C(=O)NCCc1ccc(S(=O)(=O)N2CCCCC2)cc1,91,10,9,2,-0.4,1,-1,0,97,8
CCn1c(C)nc2cc(C(=O)NNC(=S)Nc3ccc(Cl)cc3Cl)ccc21,104,-4,6,2,-0.5,1,-16,-1,92,5
CCOC(=O)c1sc(NC(=S)NC(=O)c2ccccc2Cl)c(C(=O)OCC)c1C,91,10,14,13,-0.3,0.9,-18,3,94,-2
CN(C)S(=O)(=O)c1ccc(N2CCCC2)c(C(=O)Nc2ccc(N3CCOCC3)cc2)c1,95,6,-1,9,0.0,0.9,10,-4,104,17
CCOP(=O)(OCC)c1nc(-c2cccc3ccccc23)oc1NCCc1ccc(OC)cc1,101,-1,8,25,-0.3,0.7,10,-6,94,-6
CC(=O)c1ccc(OCC(O)CN(C)Cc2cccs2)cc1 (centres undefined),106,-6,5,11,0.1,0.9,7,10,99,2
CCOC(=O)c1c(C)[nH]c(C)c1C=O,100,-2,15,22,-0.1,0.8,1,1,89,-12
CC(C)CCn1c(-c2nonc2N)nc2ccccc21,90,5,6,20,-0.1,0.8,3,-4,98,-3
